Screening data (PubChem BioAssay)
M4 antag – CHRM4 antagonism in calcium assay; P08173; CHO-hM4 cells, ACh EC80, Fluo-8 calcium fluorescence; inhibition, % at 3 µM; hit rate 0.73% among 360,000; AID 624125;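 active means inhibition above its plate's cutoff, the mean inhibition of sample wells plus 3 SD, cut at about 27% in these data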;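 further: 0% = acetylcholine EC80 with DMSO and 100% = DMSO without agonist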
Target sequence (P08173 whole entry, looked up): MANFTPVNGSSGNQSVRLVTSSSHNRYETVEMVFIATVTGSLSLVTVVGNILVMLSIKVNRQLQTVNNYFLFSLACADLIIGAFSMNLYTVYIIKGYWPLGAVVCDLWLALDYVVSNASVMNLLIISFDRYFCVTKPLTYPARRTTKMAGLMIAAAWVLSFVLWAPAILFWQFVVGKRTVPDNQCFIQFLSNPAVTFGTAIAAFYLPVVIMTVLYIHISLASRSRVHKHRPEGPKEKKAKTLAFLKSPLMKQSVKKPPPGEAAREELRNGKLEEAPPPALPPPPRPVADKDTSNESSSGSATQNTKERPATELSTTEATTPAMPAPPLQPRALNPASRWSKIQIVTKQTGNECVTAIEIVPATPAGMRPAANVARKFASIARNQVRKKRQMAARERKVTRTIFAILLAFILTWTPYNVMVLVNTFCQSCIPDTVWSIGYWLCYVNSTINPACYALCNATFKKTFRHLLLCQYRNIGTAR
CHO-K1 Ca ag – nonselective activator or artifact in parental CHO-K1 cells; activation, % at 3 µM; hit rate 0.48% among 360,000; Fluo-8 calcium fluorescence; scaled to maximal ATP response, vehicle zero; in the data active means activation above about 15%;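 further: untransfected CHO-K1 host cells lacking M1 receptor as counterscreen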
CHO parental Ca – signal in parental CHO cells, OX1R antagonist counter-screen | inhibition, % at 5.6 µM | hit rate 0.63% among 330,000 | AID 463079 | parental CHO-K1, ATP-induced calcium, Fluo-8 fluorescence;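 active means inhibition above that plate's mean sample inhibition plus 3 SD, cut at about 26% in these data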;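 further: 0% = ATP-challenged DMSO wells and 100% = DMSO wells without ATP; some compounds past the cut are filed as inactive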
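material = parental CHO cells | also added = ATP as calcium-mobilizing challenge | dosing = single point at 5.6 µM | detection = intracellular calcium via Fluo-8 no-wash fluorescent dye | read-out = % inhibition | benchmarks = low control ATP plus DMSO, high control DMSO only | repeats = one well per compound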
CHO-K1 Ca antag – nonselective inhibitor or artifact in parental CHO-K1 cells; inhibition, % at 3 µM; hit rate 0.6% among 360,000; AID 602250; ATP-induced calcium, Fluo-8 fluorescence;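 active means inhibition above a per-plate cutoff, the plate's mean sample inhibition plus 3 SD, cut at about 24% in these data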;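 further: 0% = DMSO plus EC80 ATP and 100% = DMSO alone without ATP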
OXTR potentiator – potentiators of human oxytocin receptor | P30559 | CHO-OTR cells, Fluo-8 calcium fluorescence, potentiator mode; 0% = oxytocin EC15, 100% = EC100 | activation, % at 3 µM | hit rate 0.061% among 320,000;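 active means activation above that plate's cutoff, the mean activation of tested compounds plus 3 SD, cut at about 6.6% in these data, passing the limit was not always enough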;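 further: 100% uses oxytocin at 75 nM as the full agonist control; some results filed as inactive read as strong as hits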
Target sequence (P30559 whole entry, looked up): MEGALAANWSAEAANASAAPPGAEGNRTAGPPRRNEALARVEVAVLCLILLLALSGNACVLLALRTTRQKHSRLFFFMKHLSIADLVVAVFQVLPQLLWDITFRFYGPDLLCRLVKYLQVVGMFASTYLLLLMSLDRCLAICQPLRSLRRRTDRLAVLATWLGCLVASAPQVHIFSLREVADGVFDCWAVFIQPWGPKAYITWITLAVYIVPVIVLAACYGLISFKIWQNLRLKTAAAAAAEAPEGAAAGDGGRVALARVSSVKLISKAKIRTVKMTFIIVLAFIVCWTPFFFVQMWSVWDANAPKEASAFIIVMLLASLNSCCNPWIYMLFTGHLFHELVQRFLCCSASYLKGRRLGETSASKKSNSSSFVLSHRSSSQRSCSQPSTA
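Dosing: Single dose, 3.0 µM nominal final compound concentration | Material: Human OTR in CHO cells | Technique: Kinetic Fluo-8 calcium fluorescence | Benchmarks: EC15 oxytocin alone as 0%, 75 nM oxytocin as 100% | Probe or stimulus: Oxytocin at about EC15, sub-maximal agonist stimulus | Incubation: Compound 6 min at room temperature before oxytocin, 100 s read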
M1 ag – human M1 muscarinic receptor agonism | activation, % at 3 µM | P11229 | hit rate 0.33% among 360,000 | CHO-K1 hM1, Fluo-8 calcium fluorescence, agonist mode; 0% DMSO, 100% acetylcholine EC100;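 active means activation above the run's mean compound activation plus 3 SD, cut at about 16% in these data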;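 further: peak over basal fluorescence ratio within a 140 s kinetic read after compound addition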
M1 PAM – potentiates human M1 receptor response to acetylcholine. AID 588819. hit rate 0.088% among 360,000. CHO-K1 hM1, Fluo-8 calcium fluorescence, ACh EC20; 0% = ACh EC20, 100% = maximal ACh. activation, % at 3 µM. P11229; in the data active means activation above about 19%, passing the limit was not always enough
CHRM4 agonist – CHRM4 agonism in calcium assay; CHO-K1 hM4/Gqi5, Fluo-8 calcium fluorescence; vehicle 0%, full acetylcholine response 100%; hit rate 0.14% among 360,000; activation, % at 3 µM; AID 624127;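 active means activation above the run mean over all test wells plus 3 SD, cut at about 32% in these data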;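 further: peak over basal fluorescence ratio per well then scaled between controls; 0% = DMSO wells and 100% = acetylcholine at EC100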
M1 antag – antagonists of human M1 muscarinic receptor; CHO-K1 hM1, Fluo-8 calcium fluorescence, ACh EC80 antagonist; inhibition, % at 3 µM; hit rate 1.3% among 360,000;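 active means percent inhibition above its own plate's cutoff, namely the mean of that plate's compound wells plus 3 SD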;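 further: peak over basal fluorescence ratio during 140 s after agonist addition; 0% = ACh EC80 plus DMSO and 100% = DMSO alone without agonist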
* marks the source's active call; other numbers are inactive results.

Results for CCOc1ccc(N2C(=O)CS/C2=N/NC(=O)COc2ccc3ccccc3c2)cc1 ?
M4 antag: -6; CHO-K1 Ca ag: 2.6; CHO parental Ca: -15; CHO-K1 Ca antag: -13; OXTR potentiator: -6; M1 ag: 3; M1 PAM: 9; CHRM4 agonist: 7; M1 antag: -16

What do the screens show for `CN1N=C2c3ccccc3CCC2C1c1ccc(F)cc1` (stereo not given)?
M4 antag: 2; CHO-K1 Ca ag: 0.9; CHO parental Ca: -17; CHO-K1 Ca antag: -19; OXTR potentiator: -7; M1 ag: -3; M1 PAM: 10; CHRM4 agonist: 0; M1 antag: -11

What do the screens show for `CCC(C)c1ccc(OCC(=O)O)cc1` (stereo not given)?
M4 antag: -5; CHO-K1 Ca ag: 0.1; CHO parental Ca: 1; CHO-K1 Ca antag: 2; OXTR potentiator: -3; M1 ag: -2; M1 PAM: 7; CHRM4 agonist: 0; M1 antag: -7

Results for O=C(CSc1n[nH]c(-c2cccs2)n1)N1CCCc2ccccc21 ?
M4 antag: 5; CHO-K1 Ca ag: 1.3; CHO parental Ca: -16; CHO-K1 Ca antag: -12; OXTR potentiator: 3; M1 ag: -7; M1 PAM: 2; CHRM4 agonist: 1; M1 antag: 2

Results for COc1ccc(-c2nnn(CC(=O)N(C3CCCC3)C(C)C(=O)NC3CCCC3)n2)cc1OC (stereo not given) ?
M4 antag: -13; CHO-K1 Ca ag: -0.5; CHO parental Ca: -21; CHO-K1 Ca antag: -1; OXTR potentiator: 0; M1 ag: -7; M1 PAM: -1; CHRM4 agonist: 0; M1 antag: -5

What do the screens show for `COc1ccc(CCNC(=O)Nc2cccc([N+](=O)[O-])c2)cc1`?
M4 antag: 1; CHO-K1 Ca ag: 15*; CHO parental Ca: 19; CHO-K1 Ca antag: -11; OXTR potentiator: -9; M1 ag: 4; M1 PAM: -9; CHRM4 agonist: 15; M1 antag: 7

How did Cc1cc(OCC(=O)NC(Cc2ccc(Cl)cc2)C(=O)O)c2c(C)c(C)c(=O)oc2c1 (stereo not given) do in these assays?
M4 antag: -1; CHO-K1 Ca ag: 2.9; CHO parental Ca: -8; CHO-K1 Ca antag: 10; OXTR potentiator: 0; M1 ag: -4; M1 PAM: 4; CHRM4 agonist: 0; M1 antag: -5

How did CC(C)NC(=O)NC(=O)COC(=O)c1cccc(OC(F)F)c1 do in these assays?
M4 antag: -3; CHO-K1 Ca ag: 0.8; CHO parental Ca: -8; CHO-K1 Ca antag: -18; OXTR potentiator: -3; M1 ag: -5; M1 PAM: 7; CHRM4 agonist: 1; M1 antag: -10

Results for COc1ccccc1C(=O)NCC(=O)NNC(=O)C1COc2ccccc2O1 (stereo not given) ?
M4 antag: 0; CHO-K1 Ca ag: 1.3; CHO parental Ca: -16; CHO-K1 Ca antag: -3; OXTR potentiator: -5; M1 ag: 0; M1 PAM: 12; CHRM4 agonist: 1; M1 antag: -13

How did CNC(=O)c1c(C)[nH]c(=S)c(C#N)c1-c1ccco1 do in these assays?
M4 antag: -1; CHO-K1 Ca ag: 0.2; CHO parental Ca: -4; CHO-K1 Ca antag: -15; OXTR potentiator: -6; M1 ag: -1; M1 PAM: 13; CHRM4 agonist: 1; M1 antag: -11

Results for COCC(C)NC(=O)COCc1cc(-c2ccc3c(c2)OCO3)on1 (stereo not given) ?
M4 antag: 6; CHO-K1 Ca ag: 3.7; CHO parental Ca: -10; CHO-K1 Ca antag: -14; OXTR potentiator: -5; M1 ag: -2; M1 PAM: 4; CHRM4 agonist: 1; M1 antag: -4

Results for O=C(Cc1ccc(F)cc1)Nc1nnc(SCC(=O)N2CCCCC2)s1 ?
M4 antag: -10; CHO-K1 Ca ag: 0.7; CHO parental Ca: -14; CHO-K1 Ca antag: 0; OXTR potentiator: 1; M1 ag: -3; M1 PAM: 0; CHRM4 agonist: 1; M1 antag: 14

How did Cn1nccc1C(=O)Nc1nnc(C2CC2)s1 do in these assays?
M4 antag: -8; CHO-K1 Ca ag: 0.2; CHO parental Ca: -10; CHO-K1 Ca antag: -5; OXTR potentiator: 0; M1 ag: 0; M1 PAM: 4; CHRM4 agonist: 1; M1 antag: -10

Results for C/C(=N\OCc1nc2ccccc2c(=O)n1/N=C/c1cc(C)cc([N+](=O)[O-])c1O)c1ccccc1 ?
M4 antag: 9; CHO-K1 Ca ag: 1.1; CHO parental Ca: -14; CHO-K1 Ca antag: -18; OXTR potentiator: -22; M1 ag: -3; M1 PAM: 1; CHRM4 agonist: 1; M1 antag: -4

How did O=C1C(=Nc2cccc(Cl)c2)CC(c2ccc(Cl)cc2)N1c1cccc(Cl)c1 (stereo not given) do in these assays?
M4 antag: 4; CHO-K1 Ca ag: 0.8; CHO-K1 Ca antag: -4; M1 ag: -4; M1 PAM: 3; CHRM4 agonist: 0; M1 antag: -5

Results for O=C(NCc1ccccn1)C1CCCN(S(=O)(=O)c2cccc3nsnc23)C1 (stereo not given) ?
M4 antag: -7; CHO-K1 Ca ag: 0.4; CHO parental Ca: -4; CHO-K1 Ca antag: -7; OXTR potentiator: -5; M1 ag: -5; M1 PAM: 1; CHRM4 agonist: 1; M1 antag: -8

What do the screens show for `CCc1ccc(NC(=O)C(C)OC(=O)C2CCN(c3ccc(C(F)(F)F)cn3)CC2)cc1` (stereo not given)?
M4 antag: -2; CHO-K1 Ca ag: 0.4; CHO parental Ca: -24; CHO-K1 Ca antag: 4; OXTR potentiator: -7; M1 ag: -2; M1 PAM: 1; CHRM4 agonist: 0; M1 antag: -3

Results for CCC(=O)N(Cc1ccco1)Cc1cc2cccc(C)c2n2nnnc12 ?
M4 antag: -2; CHO-K1 Ca ag: 0.1; CHO parental Ca: -2; CHO-K1 Ca antag: -10; OXTR potentiator: -5; M1 ag: 1; M1 PAM: 10; CHRM4 agonist: 2; M1 antag: -14

How did O=C1CSC(=S)N1c1ccc(O)cc1 do in these assays?
M4 antag: -6; CHO-K1 Ca ag: 0.1; CHO parental Ca: 5; CHO-K1 Ca antag: 4; OXTR potentiator: 2; M1 ag: 3; M1 PAM: 8; CHRM4 agonist: 1; M1 antag: -2

Results for COc1ccc(C(=O)Nc2ccccc2-c2ccccc2)cc1Cl ?
M4 antag: 1; CHO-K1 Ca ag: -0.2; CHO parental Ca: -15; CHO-K1 Ca antag: -4; OXTR potentiator: -1; M1 ag: -12; M1 PAM: 11; CHRM4 agonist: -1; M1 antag: -9

How did CC(C)C(NC(=O)c1ccccc1)C(=O)NCC(c1ccccc1)N(C)C (stereo not given) do in these assays?
M4 antag: -11; CHO-K1 Ca ag: -0.1; CHO parental Ca: -14; CHO-K1 Ca antag: 6; OXTR potentiator: 1; M1 ag: -9; M1 PAM: 5; CHRM4 agonist: 1; M1 antag: 2

What do the screens show for `Cc1cc(NC(=O)c2cc(-c3ccccc3Cl)nc3ccccc23)no1`?
M4 antag: -14; CHO-K1 Ca ag: 0.7; CHO parental Ca: -15; CHO-K1 Ca antag: -17; OXTR potentiator: -1; M1 ag: -9; M1 PAM: 0; CHRM4 agonist: 6; M1 antag: -3

How did CCCCN1CCCCC1(C)C(=O)NCc1ccc2c(c1)OCO2 (stereo not given) do in these assays?
M4 antag: -6; CHO-K1 Ca ag: 0.2; CHO-K1 Ca antag: 13; M1 ag: -8; M1 PAM: 10; CHRM4 agonist: 0; M1 antag: -25

Results for N/C(=N\S(=O)(=O)c1ccc(Cl)cc1)N1CCOCC1 ?
M4 antag: -11; CHO-K1 Ca ag: 0.9; CHO parental Ca: -4; CHO-K1 Ca antag: -16; OXTR potentiator: 0; M1 ag: -3; M1 PAM: 9; CHRM4 agonist: 1; M1 antag: -14

Four entries from above, ordered by SMILES length, falling:
What do the screens show for `CCc1ccc(NC(=O)C(C)OC(=O)C2CCN(c3ccc(C(F)(F)F)cn3)CC2)cc1` (stereo not given)?
M4 antag: -2; CHO-K1 Ca ag: 0.4; CHO parental Ca: -24; CHO-K1 Ca antag: 4; OXTR potentiator: -7; M1 ag: -2; M1 PAM: 1; CHRM4 agonist: 0; M1 antag: -3

Results for O=C(NCc1ccccn1)C1CCCN(S(=O)(=O)c2cccc3nsnc23)C1 (stereo not given) ?
M4 antag: -7; CHO-K1 Ca ag: 0.4; CHO parental Ca: -4; CHO-K1 Ca antag: -7; OXTR potentiator: -5; M1 ag: -5; M1 PAM: 1; CHRM4 agonist: 1; M1 antag: -8

Results for CCC(=O)N(Cc1ccco1)Cc1cc2cccc(C)c2n2nnnc12 ?
M4 antag: -2; CHO-K1 Ca ag: 0.1; CHO parental Ca: -2; CHO-K1 Ca antag: -10; OXTR potentiator: -5; M1 ag: 1; M1 PAM: 10; CHRM4 agonist: 2; M1 antag: -14

Results for COc1ccc(C(=O)Nc2ccccc2-c2ccccc2)cc1Cl ?
M4 antag: 1; CHO-K1 Ca ag: -0.2; CHO parental Ca: -15; CHO-K1 Ca antag: -4; OXTR potentiator: -1; M1 ag: -12; M1 PAM: 11; CHRM4 agonist: -1; M1 antag: -9

Additional results:
How did COc1ccc(OC)c(S(=O)(=O)n2nc(C)cc2C)c1 do in these assays?
M4 antag: 2; CHO-K1 Ca ag: 0.5; CHO parental Ca: -7; CHO-K1 Ca antag: -11; OXTR potentiator: -16; M1 ag: -2; M1 PAM: 13; CHRM4 agonist: 0; M1 antag: -17

How did CCOC(=O)c1ccc(N2C(=O)CC(N3CCN(C(=O)c4ccco4)CC3)C2=O)cc1 (stereo not given) do in these assays?
M4 antag: -1; CHO-K1 Ca ag: 0.6; CHO parental Ca: -9; CHO-K1 Ca antag: -2; OXTR potentiator: 0; M1 ag: -3; M1 PAM: 1; CHRM4 agonist: 0; M1 antag: -18

What do the screens show for `CC1(C)C=C(c2ccc(O)cc2)CC(C)(C)N1`?
M4 antag: 7; CHO-K1 Ca ag: 0.3; CHO parental Ca: -2; CHO-K1 Ca antag: -5; OXTR potentiator: -3; M1 ag: -5; M1 PAM: 7; CHRM4 agonist: 1; M1 antag: -2

How did COc1ccc(OCC(=O)N/N=C(\C)c2ccc(-n3ccnc3)cc2)cc1 do in these assays?
M4 antag: 6; CHO-K1 Ca ag: 0.0; CHO parental Ca: 0; CHO-K1 Ca antag: 4; OXTR potentiator: -9; M1 ag: -8; M1 PAM: 4; CHRM4 agonist: 1; M1 antag: -15

Results for CC(C(=O)N1CCc2ccccc2C1)N(c1ccccc1)S(C)(=O)=O (stereo not given) ?
M4 antag: -6; CHO-K1 Ca ag: 0.3; CHO parental Ca: -17; CHO-K1 Ca antag: -1; OXTR potentiator: -19; M1 ag: -3; M1 PAM: -1; CHRM4 agonist: 2; M1 antag: -4

Results for C/C(=N\NC(=O)c1ccccc1)c1ccc(-n2ccnc2)cc1 ?
M4 antag: 0; CHO-K1 Ca ag: -0.1; CHO parental Ca: 1; CHO-K1 Ca antag: 28*; OXTR potentiator: -10; M1 ag: -5; M1 PAM: -6; CHRM4 agonist: 1; M1 antag: 10
